LYPLA1 inh: LYPLA1 inhibitors, primary screen, counter-screen for PME1 inhibitor project, biochemical, fluorescence polarization, FP-Rh probe ABPP; Acyl-protein thioesterase 1 (Homo sapiens), O75608; recombinant LYPLA1; inhibition, % at 5.9 µM; 320,000 tested, 0.16% active; AID 2174, 2009;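 active = inhibition above the mean of all tested compounds plus 3 SD, set per campaign, cut at about 14% in these data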;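 also: inhibitors block serine hydrolase probe labeling of LYPLA1 so polarization falls; 0% = enzyme with DMSO and 100% = wells lacking LYPLA1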
Target sequence (O75608 whole entry, looked up): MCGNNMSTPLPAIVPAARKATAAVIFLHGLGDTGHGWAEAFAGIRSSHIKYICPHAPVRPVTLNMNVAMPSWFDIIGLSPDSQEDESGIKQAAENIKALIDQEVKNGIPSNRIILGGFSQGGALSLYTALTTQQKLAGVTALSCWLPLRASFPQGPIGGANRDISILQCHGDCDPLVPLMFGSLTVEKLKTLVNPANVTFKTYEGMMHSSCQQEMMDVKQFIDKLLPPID
LYPLA2 inh: LYPLA2 inhibitors, primary screen, counter-screen for PME1 inhibitor project, biochemical, fluorescence polarization, FP-Rh probe ABPP; Acyl-protein thioesterase 2 (Homo sapiens), O95372; recombinant LYPLA2; inhibition, % at 5.9 µM; 320,000 tested, 0.38% active; AID 2177, 2009;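 active = inhibition above the screen-wide mean plus 3 SD, limit set per campaign, cut at about 26% in these data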;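 also: 0% = LYPLA2 with DMSO and 100% = wells lacking LYPLA2 enzyme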
Target sequence (O95372 whole entry, looked up): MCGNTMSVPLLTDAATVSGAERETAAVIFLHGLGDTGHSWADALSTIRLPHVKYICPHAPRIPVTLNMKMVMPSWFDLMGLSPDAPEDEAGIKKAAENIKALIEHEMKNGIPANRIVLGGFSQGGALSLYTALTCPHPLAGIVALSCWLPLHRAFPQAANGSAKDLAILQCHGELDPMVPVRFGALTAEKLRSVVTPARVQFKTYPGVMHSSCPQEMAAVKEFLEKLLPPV
PAFAH2 inh: PAFAH2 enzyme inhibitors, primary screen, biochemical, fluorescence polarization, human; Platelet-activating factor acetylhydrolase 2, cytoplasmic (Homo sapiens), Q99487; recombinant PAFAH2, FP-rhodamine activity probe; inhibition, % at 3.39 µM; 340,000 tested, 0.99% active; AID 492956, 2010;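 active = inhibition above the mean over all tested compounds plus 3 SD, cut at about 30% in these data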;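 also: inhibitors block probe labeling of enzyme so polarization drops; 0% = enzyme with DMSO and 100% = wells lacking PAFAH2 protein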
PAFAH1B2 inh: PAFAH1B2 enzyme inhibitors, primary screen, biochemical, fluorescence polarization, human; inhibition, % at 3.39 µM; 340,000 tested, 1.2% active; AID 492953, 2010; Platelet-activating factor acetylhydrolase IB subunit alpha2 (Homo sapiens), P68402; recombinant PAFAH1B2, FP-rhodamine activity probe;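 active = inhibition above the mean of all tested compounds plus 3 SD, cut at about 24% in these data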;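 also: 0% = enzyme with DMSO and 100% = wells lacking PAFAH1B2; many of its hits are not listed in these tables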
GSTO1 counter: inhibitors of recombinant GSTO1, primary screen, counter-screen for RBBP9 inhibitor project, biochemical, fluorescence polarization | Glutathione S-transferase omega-1 (Homo sapiens), P78417 | activity-based probe fluorescence polarization | inhibition, % at 5.96 µM | 300,000 tested, 1.1% active | AID 1974, 2009;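 active = inhibition above the campaign mean inhibition plus 3 SD, cut at about 35% in these data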;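 also: 0% = GSTO1-1 with DMSO and 100% = wells lacking GSTO1-1 enzyme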
Target sequence (P78417 whole entry, looked up): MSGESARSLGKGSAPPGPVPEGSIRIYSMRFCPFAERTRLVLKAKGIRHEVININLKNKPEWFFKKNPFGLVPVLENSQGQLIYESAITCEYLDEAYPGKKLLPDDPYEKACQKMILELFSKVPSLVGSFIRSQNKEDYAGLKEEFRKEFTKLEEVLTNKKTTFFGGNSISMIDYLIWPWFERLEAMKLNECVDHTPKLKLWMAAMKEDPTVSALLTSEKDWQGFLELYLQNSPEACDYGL
PAFAH1B3 inh: PAFAH1B3 enzyme inhibitors, primary screen, biochemical, fluorescence polarization, human; 340,000 tested, 0.28% active; AID 492972, 2010; inhibition, % at 3.39 µM; recombinant PAFAH1B3, FP-rhodamine probe;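 active = inhibition above the screen-wide average of all tested compounds plus 3 SD, cut at about 25% in these data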;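 also: 0% = enzyme with DMSO only and 100% = wells lacking PAFAH1B3 protein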
Target sequence (Q15102 whole entry, looked up): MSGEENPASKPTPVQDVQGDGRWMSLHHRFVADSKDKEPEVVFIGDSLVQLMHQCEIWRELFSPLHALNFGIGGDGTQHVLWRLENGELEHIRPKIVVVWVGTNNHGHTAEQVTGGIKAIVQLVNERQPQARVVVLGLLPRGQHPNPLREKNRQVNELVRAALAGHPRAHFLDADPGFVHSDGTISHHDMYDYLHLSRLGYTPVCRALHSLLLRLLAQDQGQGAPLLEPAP
PREPL inh: PREPL enzyme inhibitors, primary screen, biochemical, fluorescence polarization | recombinant PREPL, fluorescence polarization activity-based probe | AID 2751, 2010 | 320,000 tested, 0.68% active | inhibition, % at 5.96 µM; in the data active = inhibition above about 43%;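 also: 0% = enzyme with DMSO and 100% = wells lacking enzyme; many of its hits are not listed in these tables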
pPAFAH FP inh: pPAFAH enzyme inhibitors, primary screen, biochemical, fluorescence polarization, human. Platelet-activating factor acetylhydrolase (Homo sapiens), Q13093. recombinant pPAFAH, FP-rhodamine probe fluorescence polarization. inhibition, % at 3.39 µM. 330,000 tested, 1.5% active. AID 463082, 2010;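 active = inhibition above the mean inhibition across the screen plus 3 SD, cut at about 25% in these data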;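 also: inhibitors block binding of the rhodamine activity-based probe so polarization drops; 0% = enzyme with DMSO and 100% = wells lacking pPAFAH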
PAD4 FP inh: human PAD4 inhibitors, primary screen, biochemical, fluorescence polarization, 1536-well format | AID 485272, 2010 | Protein-arginine deiminase type-4 (Homo sapiens), Q9UM07 | inhibition, % at 6.36 µM | recombinant PAD4, RCA probe fluorescence polarization | 330,000 tested, 0.41% active;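 active = percent inhibition above a cutoff equal to the mean of all tested compounds plus 3 SD, cut at about 15% in these data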;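 also: 0% = PAD4 with RCA probe and DMSO and 100% = probe without PAD4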
* = called active by the depositor; . = not tested or not shown. Only part of the results is shown; count on the stated rates, not on these rows.

No.	Compound	LYPLA1 inh	LYPLA2 inh	PAFAH2 inh	PAFAH1B2 inh	GSTO1 counter
1	CSCCC(NC(=O)C12CC3CC(CC(C3)C1)C2)C(=O)OCC(=O)c1ccccc1 (configuration not stated)	-2	2	-3	4	-3
2	O=C(CCC(=O)N1CCN(C(=O)c2ccco2)CC1)c1ccc(F)cc1	-1	-4	14	3	0
3	COCc1c(C(=O)OCC(=O)N2CCCC2=O)oc2ccccc12	0	0	9	13	.
4	COc1cc(CCC(=O)OCC(=O)Nc2ccccc2OC(F)F)cc(OC)c1OC	-3	-9	11	7	-1
5	CCCCC[C@@H](O)c1cc2ccccc2c(=O)o1	.	.	-3	10	.
6	CCN(C(=O)COC(=O)c1cc(-c2ccccc2)nc2ccc(Br)cc12)C1CCS(=O)(=O)C1 (configuration not stated)	-4	-4	-6	3	8
7	CN1C[C@@H]2C(c3ccc(Cl)nc3)C3(c4cccnc4)CC2(C3)[C@H]1c1ccccc1 (some centres not stated)	1	7	0	6	9
8	Clc1ccccc1Cn1nnc2c(N3CCCC3)ncnc21	1	-1	5	4	2
9	C=CCn1c(C)cc(-c2csc(N)n2)c1C	-1	-1	9	2	1
10	Cc1ccc(NC(=O)CS(=O)CC(=O)Nc2ccc3c(c2)OCO3)cc1Cl (configuration not stated)	-6	0	1	14	-9

No.	PAFAH1B3 inh	PREPL inh	pPAFAH FP inh	PAD4 FP inh
1	1	9	-1	1
2	6	-3	4	-6
3	4	0	1	-4
4	3	-11	6	0
5	1	16	-5	6
6	9	-19	1	2
7	5	10	5	0
8	1	7	12	1
9	-1	49*	16	-6
10	-4	10	4	-2

Just PAFAH1B3 inh and PAD4 FP inh, for three of the compounds above:
no.	compound	PAFAH1B3 inh	PAD4 FP inh
2	O=C(CCC(=O)N1CCN(C(=O)c2ccco2)CC1)c1ccc(F)cc1	6	-6
3	COCc1c(C(=O)OCC(=O)N2CCCC2=O)oc2ccccc12	4	-4
4	COc1cc(CCC(=O)OCC(=O)Nc2ccccc2OC(F)F)cc(OC)c1OC	3	0

Later entries.
No.	Compound	LYPLA1 inh	LYPLA2 inh	PAFAH2 inh	PAFAH1B2 inh	GSTO1 counter
11	Cc1ccc(C)c(S(=O)(=O)N2CCN(C(=O)/C=C/c3ccco3)CC2)c1	-7	-3	4	0	.
12	CCOc1ccccc1NC(=S)NC(=O)C1CCCCC1	1	-2	5	2	-2
13	O=C(O)c1ccc2c(=O)n3c(nc2c1)/C(=C/c1ccccc1C(F)(F)F)CCCC3	-2	-7	-1	5	-5
14	CCc1c(OC(C)=O)c2ccccc2n(C)c1=O	-1	7	5	3	3
15	CCOC(=O)c1c(OCCO)noc1N	-4	-3	7	5	0
16	Cc1ccc(C)c(NC(=S)N(CCN(C)C)C(C)c2ccccn2)c1 (configuration not stated)	0	0	2	0	-8
17	Cc1c(-n2c(SCC(=O)N(C)C3CCS(=O)(=O)C3)nc3ccccc3c2=O)c(=O)n(-c2ccccc2)n1C (configuration not stated)	-2	-1	9	5	2
18	Fc1ccccc1OCCSc1nnnn1-c1ccccc1	-1	2	-6	6	1
19	COc1ccc(CNC(=O)C2CCNCC2)cc1	0	-1	10	-2	-6
20	C=CCNC(=S)NNC(=O)CSc1nc2ccccc2s1	-10	-6	-6	5	3

No.	PAFAH1B3 inh	PREPL inh	pPAFAH FP inh	PAD4 FP inh
11	10	11	30*	2
12	3	-3	-2	-3
13	1	-4	-6	-7
14	-3	18	1	4
15	14	-6	0	-2
16	5	3	1	-4
17	4	3	0	2
18	8	-20	7	-4
19	-15	-2	-4	-4
20	5	-4	6	-1

(listing goes on)
No.	Compound	LYPLA1 inh	LYPLA2 inh	PAFAH2 inh	PAFAH1B2 inh	GSTO1 counter
21	CC(=O)C(Sc1nnnn1-c1ccc(O)cc1)c1ccccc1 (configuration not stated)	-1	-1	-4	9	2
22	Cc1c(CCOC(=O)C23CC4CC(CC(C)(C4)C2)C3)sc[n+]1Cc1ccccc1	2	4	4	-1	-9
23	COc1cc(OC)c(N2CC(C(=O)NCCC3=CCCCC3)CC2=O)cc1Cl (configuration not stated)	-4	5	2	12	.
24	N#Cc1c(SCC(N)=O)nc(-c2ccccc2)c2c1CCCC2	1	0	-4	2	-8
25	CCN(CC)C(=O)CSc1nnc(-c2ccccc2)c(-c2ccccc2)n1	-2	-3	-3	3	-1
26	COc1ccccc1C(=O)Nc1ccc2c(c1)nc(CCNC(=O)c1ccccc1)n2C	-1	-7	.	.	-4
27	Cc1cccc(-n2c(Cc3cc(=O)[nH]c(=O)[nH]3)nnc2SCC(=O)NCc2ccco2)c1	4	10	-9	-2	1
28	CCN(CC)CCN(Cc1cc2cc3c(cc2[nH]c1=O)OCCO3)C(=S)NCC(C)C	0	-3	1	1	3
29	CCOC(=O)Cc1csc(NC(=O)CCc2ccccc2)n1	-1	0	3	1	8
30	CC(C)CNC(=S)N1CCN(C)CC1	2	-3	0	-5	-4

No.	PAFAH1B3 inh	PREPL inh	pPAFAH FP inh	PAD4 FP inh
21	5	-11	3	1
22	-3	32	2	6
23	0	7	1	-5
24	8	7	3	0
25	0	16	-2	15*
26	.	-7	2	-1
27	0	0	20	-2
28	0	20	5	8
29	6	-1	3	-2
30	2	-4	3	-2

Next part.
No.	Compound	LYPLA1 inh	LYPLA2 inh	PAFAH2 inh	PAFAH1B2 inh	GSTO1 counter
31	COc1ccc(OC)c(NC(=O)C(CC(=O)O)NCc2ccco2)c1 (configuration not stated)	-1	-1	4	-4	3
32	CCCNC(=O)C1CCC(CNS(=O)(=O)c2cccc3nsnc23)CC1 (configuration not stated)	0	4	-6	-1	-5
33	C=CCN1C=C2C(=O)C(C)(OC(=O)CCC(=O)OC)C(=O)C(Br)=C2C=C1c1ccc(OC)cc1 (configuration not stated)	10	8	14	2	61*
34	Cc1ccccc1NC(=O)CC1SC(=Nc2ccc(O)cc2)NC1=O (configuration not stated)	-1	-5	-2	3	-6
35	Cc1oc(-c2ccccc2Cl)nc1CSc1nc2c(c(=O)[nH]1)CCC2	-1	-1	-4	6	-8
36	CCN1CCN(C(=S)c2ccc(O)cc2)CC1	5	7	-9	0	7
37	O=C(Cn1nc(-c2ccccc2)ccc1=O)NCC1COCCO1 (configuration not stated)	-6	-9	-6	1	0
38	CC(c1nnc(SCC(=O)N(C)C2CCS(=O)(=O)C2)n1-c1ccccc1)N(C)C (configuration not stated)	2	-2	9	4	.
39	C/C(=N\NC(N)=S)C1=CCC2C3CC[C@H]4CC(O)CC[C@]4(C)C3CC[C@]12C (some centres not stated)	4	8	1	4	-7
40	Cc1nc(N2CCN(C)CC2)c2sc(=S)n(-c3ccccc3)c2n1	1	-5	7	4	4

No.	PAFAH1B3 inh	PREPL inh	pPAFAH FP inh	PAD4 FP inh
31	0	-4	5	-2
32	2	3	1	-3
33	15	74*	17	-6
34	8	10	1	-7
35	4	6	-4	-2
36	4	3	1	-4
37	6	1	1	0
38	4	2	-2	2
39	0	9	8	-3
40	13	-2	13	-1

Other records follow:
No.	Compound	LYPLA1 inh	LYPLA2 inh	PAFAH2 inh	PAFAH1B2 inh	GSTO1 counter
41	CS(=O)(=O)N1CCC(CO)(Cc2ccccc2C(F)(F)F)CC1	-2	8	8	6	28
42	Nc1cccc2c1C(=O)N(c1ccccc1)C2=O	0	8	0	2	-4
43	NNc1ncnc2scc(-c3ccc(Cl)cc3)c12	0	0	-1	-4	1
44	CC1(C(=O)NC23CC4CC(CC(C4)C2)C3)CC1(Cl)Cl (configuration not stated)	-2	-2	4	11	5
45	Cc1ccc2oc(C(=O)Nc3cc(C)on3)c(C)c2c1	3	7	-2	0	.
46	NC(=S)C1COc2ccccc2O1 (configuration not stated)	-2	5	2	2	1
47	CNc1cc(-n2nc(C)cc2-c2ccccc2)ncn1	-2	3	0	7	-1
48	COc1ccccc1NC(=S)N(Cc1ccc(Cl)cc1)CC1CCC(C(=O)O)CC1 (configuration not stated)	-2	1	-1	1	9
49	CCOC(=O)[C@@H]1[C@H]2COc3ccc(Br)cc3[C@@H]2N2C(=O)N(c3ccc(Br)cc3)C(=O)[C@]12C	3	-2	-5	5	1
50	NC(=O)C1CCN(C(=O)COc2ccc3c4c(c(=O)oc3c2)CCCC4)CC1	-2	2	0	3	5

No.	PAFAH1B3 inh	PREPL inh	pPAFAH FP inh	PAD4 FP inh
41	7	20	-1	-5
42	5	5	1	-2
43	7	3	5	-3
44	6	-10	-2	0
45	5	8	-2	2
46	5	14	-2	5
47	-1	0	5	1
48	6	14	3	-5
49	-4	-38	-1	-6
50	5	2	4	3

3 compounds from above, ordered by their value in PAFAH2 inh, descending.
no. | SMILES | PAFAH2 inh | PAFAH1B2 inh | PAFAH1B3 inh | PREPL inh | pPAFAH FP inh | PAD4 FP inh
29 | CCOC(=O)Cc1csc(NC(=O)CCc2ccccc2)n1 | 3 | 1 | 6 | -1 | 3 | -2
16 | Cc1ccc(C)c(NC(=S)N(CCN(C)C)C(C)c2ccccn2)c1 (configuration not stated) | 2 | 0 | 5 | 3 | 1 | -4
37 | O=C(Cn1nc(-c2ccccc2)ccc1=O)NCC1COCCO1 (configuration not stated) | -6 | 1 | 6 | 1 | 1 | 0

Next section:
No.	Compound	LYPLA1 inh	LYPLA2 inh	PAFAH2 inh	PAFAH1B2 inh	GSTO1 counter
51	CC(CCc1ccccc1)NCC#N (configuration not stated)	4	5	12	0	3
52	Cc1nn(-c2ccccc2)c(-c2ccccc2[N+](=O)[O-])c1C(=O)O	0	-7	.	.	-13
53	CC(C)(C)NC(=O)NC(=O)COC(=O)c1cc[n+]([O-])cc1	3	1	2	2	7
54	O=C(CSc1nnc(NCc2ccccc2)s1)N1CCOCC1	-6	0	-7	4	-6
55	COc1ccc(Cl)cc1C(=O)NNC(=S)NC(=O)c1cc(-c2ccc(Cl)cc2)nc2ccccc12	0	0	2	5	-4
56	Cc1cc(Oc2cc(N)cc([N+](=O)[O-])c2)ccc1Cl	5	42*	-4	2	2
57	COc1ccc(C(=O)NNC(=O)C23CC4CC(CC(C4)C2)C3)cc1OC	1	6	9	7	.

No.	PAFAH1B3 inh	PREPL inh	pPAFAH FP inh	PAD4 FP inh
51	1	-7	-1	5
52	.	10	-10	3
53	3	21	-2	-1
54	-1	6	-8	-1
55	7	-4	4	-2
56	20	28	5	-2
57	2	3	0	1

Another view of part of the listing above:
Order of values: LYPLA1 inh | LYPLA2 inh | PAFAH2 inh | PAFAH1B2 inh | GSTO1 counter | PAFAH1B3 inh | PREPL inh | pPAFAH FP inh | PAD4 FP inh
#54 O=C(CSc1nnc(NCc2ccccc2)s1)N1CCOCC1
 : -6 | 0 | -7 | 4 | -6 | -1 | 6 | -8 | -1
#55 COc1ccc(Cl)cc1C(=O)NNC(=S)NC(=O)c1cc(-c2ccc(Cl)cc2)nc2ccccc12
 : 0 | 0 | 2 | 5 | -4 | 7 | -4 | 4 | -2

Bioassay records deposited in PubChem by The Scripps Research Institute Molecular Screening Center.
